# D2 PAM: D2 dopamine receptor (human) potentiation. actives 0.34% (n = 340,000). potentiation, % at 10 µM. HEK293 T-REx D2, calcium flux, EC20 dopamine potentiation. P14416;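 active = potentiation over 3 SD above the plate norm, cut at about 30% in these data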; also: 0% is about no effect
# Target sequence (P14416 whole entry, looked up): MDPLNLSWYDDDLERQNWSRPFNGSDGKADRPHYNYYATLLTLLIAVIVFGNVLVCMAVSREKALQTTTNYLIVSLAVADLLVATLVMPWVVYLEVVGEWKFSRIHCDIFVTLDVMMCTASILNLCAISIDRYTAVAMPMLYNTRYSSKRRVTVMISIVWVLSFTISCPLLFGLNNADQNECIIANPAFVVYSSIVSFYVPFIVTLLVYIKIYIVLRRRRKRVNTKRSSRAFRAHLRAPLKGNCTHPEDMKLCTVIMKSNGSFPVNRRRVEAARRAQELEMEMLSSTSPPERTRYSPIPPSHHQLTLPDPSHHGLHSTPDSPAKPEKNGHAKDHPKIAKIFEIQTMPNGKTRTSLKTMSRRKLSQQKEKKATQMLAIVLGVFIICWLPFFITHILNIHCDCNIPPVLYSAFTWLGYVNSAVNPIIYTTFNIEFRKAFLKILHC
#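 Potentiation of an EC20 dopamine calcium response measured kinetically over 180 s, after a preceding 180 s compound-only read flagging agonists. Cells: inducible Hek293 Trex D2 line, 4000/well, cultured overnight at 30 C before dye loading.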
# TRHR PAM: allosteric enhancers of human TRH receptor; P34981; TRHR cells, fluo-8 calcium fluorescence, EC20 TRH enhancement; enhancement, % at 2 µM; actives 0.66% (n = 360,000); AID 493056; in the data active = enhancement above about 30%; also: 0% is about no effect
#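 TRHR-expressing cells loaded with fluo-8 calcium dye were read kinetically (ex 480/em 530) during compound addition, then stimulated with an EC20 of TRH (10 nM final). Enhancement of the Gq-mediated intracellular calcium response was scored.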
# RXFP1 antagonist: antagonists of human relaxin receptor RXFP1; Q9HBX9; HEK293-RXFP1, relaxin-stimulated cAMP HTRF, 30 min; stronger effect = lower value; actives 0.59% (n = 350,000); activity change, negative = inhibition, % at 57.5 µM;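 active = activity change of -60% or lower, but not beyond a set lower limit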; also: % is scaled to controls: 0 for no effect and ±100 for the full control effect
# TRHR ag: TRH receptor (human) agonism; P34981; actives 0.18% (n = 360,000); TRHR cells, calcium flux fluo-8, FDSS agonist mode; AID 493084; activation, % at 2 µM; also: 0% is about no effect
#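 TRHR-expressing cells loaded with fluo-8 calcium dye; 23 nL library compound pin-transferred, kinetic FDSS fluorescence (Ex 480/Em 530) recorded about 180 s for agonist-induced calcium release, before a 10 nM TRH EC20 addition for potentiator mode.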
# D2 antagonist: antagonists of human D2 dopamine receptor; P14416; HEK293 TREx D2 cells, calcium flux, dopamine EC80; inhibition, % at 10 µM; actives 2% (n = 340,000); AID 485344; in the data active = inhibition above about 30%; also: 0% is about no effect
#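 Tetracycline-induced HEK293 T-REx cells expressing D2 force-coupled to calcium signalling were dye-loaded, exposed to compound for 180 s, then challenged with an EC80 of dopamine; calcium flux was followed kinetically for a further 180 s.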
# D1 antag: human D1 dopamine receptor antagonism; HEK293 TREx D1 cells, calcium flux, dopamine EC80; stronger effect = lower value; activity change, negative = inhibition, % at 10 µM; actives 3.2% (n = 360,000); AID 504652; in the data active = activity change below about -30%; also: % is scaled to controls: 0 for no effect and ±100 for the full control effect
# Target sequence (P21728 whole entry, looked up): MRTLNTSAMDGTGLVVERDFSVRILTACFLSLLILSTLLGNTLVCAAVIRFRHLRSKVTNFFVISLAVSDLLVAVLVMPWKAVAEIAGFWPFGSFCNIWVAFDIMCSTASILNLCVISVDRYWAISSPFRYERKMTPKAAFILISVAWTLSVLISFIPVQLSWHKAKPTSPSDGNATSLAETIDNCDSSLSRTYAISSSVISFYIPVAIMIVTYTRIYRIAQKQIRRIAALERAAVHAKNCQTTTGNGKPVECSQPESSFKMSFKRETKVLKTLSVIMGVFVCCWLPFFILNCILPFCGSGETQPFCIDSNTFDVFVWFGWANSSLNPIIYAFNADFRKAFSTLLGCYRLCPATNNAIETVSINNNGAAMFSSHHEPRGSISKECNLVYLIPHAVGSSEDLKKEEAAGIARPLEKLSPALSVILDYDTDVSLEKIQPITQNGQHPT
#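 Antagonism measured as reduced calcium response to an EC80 dopamine addition following 180 s compound pre-read; cells were inducible HEK293 Trex D1 plated overnight at 30 C, read kinetically at 1 cycle/sec.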
# D2 agonist: activates the human D2 dopamine receptor; P14416; activation, % at 2 µM; actives 0.53% (n = 340,000); HEK293 T-REx D2 cells, calcium flux agonist mode;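 active = activation over 3 SD above normal in the single-dose calcium agonist read, cut at about 30% in these data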; also: 0% is about no effect
#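 Tetracycline-induced HEK293 Trex cells with D2 receptor force-coupled to calcium signaling, plated overnight at 30 C and loaded with no-wash calcium dye. Calcium flux read kinetically for 180 s after compound addition; responses flag agonists.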
# D1 ag: activates the human D1 dopamine receptor | P21728 | actives 1% (n = 360,000) | HEK293 T-REx D1 cells, calcium flux, agonist mode | activation, % at 2 µM; also: 0% is about no effect
#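 Inducible HEK293 T-REx D1 cells, force-coupled to calcium signalling, were plated at 4000 cells/well with tetracycline and held overnight at 30 C. After no-wash calcium dye loading, compound-evoked calcium rise over 180 s flagged agonists.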
# D1 potentiator: enhances dopamine response at the human D1 receptor | actives 0.036% (n = 360,000) | HEK293 TREx D1 cells, calcium flux, dopamine EC20 potentiation | potentiation, % at 10 µM | P21728; in the data active = potentiation above about 30%; also: 0% is about no effect
# An asterisk follows results filed as active; nt = no result given; & = joins results of further samples. Rule as the data show it, unless noted: active = activation above about 30%; inactive = the rest.
SMILES,D2 PAM,TRHR PAM,RXFP1 antagonist,TRHR ag,D2 antagonist,D1 antag,D2 agonist,D1 ag,D1 potentiator
Cc1ccc(SCCNC(=O)/C=C/c2ccccc2Cl)cc1,-10,13,11,-0.9,1,-15,0.5,29,-6
COCc1nnc(NC(=O)CSc2ccc(C)cc2)s1,-3,2,4,0.0,8,23,7.9,11,6
CCCCNC(=O)c1cc2n(n1)CCCN(Cc1ccc(C)cc1)C2=O,-5,-8,-18,0.0,nt,6,-2.0,2,0
COc1cc2c(cc1OC)C(C)N(C(=O)Cn1ncc3c1-c1ccccc1OC3)CC2 (stereo unspecified),3,-1,-3,0.1,5,3,2.7,1,6
Cc1nn(-c2ccccc2)c(N)c1C(O)(CSc1nccn1C)C(F)(F)F (stereo unspecified),0,1,-4,0.7,37*,7,-0.1,1,1
CN(C)c1ccc(/C=N/N=C2/NC(=O)/C(=C/c3ccc([N+](=O)[O-])cc3)S2)cc1,11,-2,-20,4.2,-2,-17,0.5,8,-1
O=C(Cc1ccc([N+](=O)[O-])cc1)NC1CCCCCC1,1,-5,3,-0.8,-4,-24,0.2,2,-6
O=C1c2ccccc2-c2ccc(C(=O)N3CCOCC3)cc21,-18,-4,-7,0.0,13,7,2.4,1,2
Cc1ccc2sc(NC(=O)CN3C(=O)CCC3=O)nc2c1C,nt,-5,nt,0.3,nt,-13,nt,3,-8
COc1ccc(/C(N)=N/OC(=O)N2CCOCC2)cc1,-3,1,-5,0.2,3,1,1.6,1,-1
CC(=O)O[C@@H]1[C@H](OC(=O)CC(C)C)c2c(ccc3ccc(=O)oc23)OC1(C)C,-1,5,nt,-0.8,7,7,2.5,-4,0
COCCN1C(=O)N[C@@H](c2cccs2)C(C(=O)OC)=C1C,-2,3,nt,-0.1,8,16,0.4,-3,12
O=C(COc1ccc2cc(Br)ccc2c1)N1CCCC1,2,-1,-3,0.2,0,-4,0.8,1,-6
CC(=O)Oc1ccc(N2C(=O)c3cccc4c([N+](=O)[O-])ccc(c34)C2=O)cc1,-5,20,-5,1.0,0,-41*,-0.5,2,-8
COc1ccc(C(=O)NCc2nnc(SCC(=O)c3ccccc3)n2C)cc1OC,-9,-3,-18,-0.5,15,3,0.4,2,-4
O=Cc1c(N2CCCCC2)nc2ccccn2c1=O,7,11,-2,-3.0,-12,9,-0.4,2,-4
CSCC[C@H](NC(=O)[C@@H]1CSC2c3ccccc3C(=O)N21)C(=O)N1CCC[C@H]1CO (stereo partly specified),3,-8,nt,0.2,30,-4,0.8,4,-5
CCCn1c2ccccc2c2nnc(SCC(=O)Nc3c(C)n(C)n(-c4ccccc4)c3=O)nc21,-7,3,-2,-2.5,6,-2,0.9,0,0
C=CCNc1nc2c3ccccc3n(C(C)=O)c2s1,-5,-3,-7,-0.6,4,-1,-1.1,0,-7
O=C(O)CCCNC(=O)CC1S/C(=N/N=C/c2ccccc2O)NC1=O (stereo unspecified),21,3,1,0.8,3,10,-0.1,2,-1
O=C(Nc1c(C(=O)Nc2ccc(F)cc2)oc2ccccc12)c1cc2ccccc2o1,-9,8,nt,1.7,nt,-2,1.5,5,-2
Cc1noc(C(F)(F)F)c1C(=O)NNC(=O)c1cccc(C(F)(F)F)c1,-2,10,6,-0.6,1,0,-0.1,0,-1
Cc1ccc(NC(=O)CC2Oc3ccccc3NC2=O)c(C)c1 (stereo unspecified),5,2,nt,0.1,12,11,0.3,-1,nt
O=C1C2=C(Nc3ccccc3SC2c2c(F)cccc2Cl)c2ccccc21 (stereo unspecified),17,-10,-4,-0.1,nt,-16,-0.2,-1,6
Cc1ccc(Cl)c(OC(=O)C2CSC3(C)CCC(=O)N23)c1 (stereo unspecified),-2,7,-5,-0.2,-28,9,-0.3,1,-1
C=CCn1cc(F)c(=O)n(CC=C)c1=O,0,-1,3,-1.5,-6,0,1.4,5,1
NC(=O)N/N=C/c1c(Sc2nnnn2-c2ccccc2)nc2ccccn2c1=O,2,1,1,0.2,-14,-4,0.5,2,-4
CCOC(=O)c1c(NC(=O)c2cc(=O)c3c(C)cc(C)cc3o2)sc(C)c1C,-2,-4,2,0.5,nt,-4,0.6,3,2
Cc1cc(C)c(S(=O)(=O)Nc2nnc(C(C)C)s2)c(C)c1,-4,-1,0,-0.2,9,-2,-0.3,1,-2
COc1cccc2cc(-c3nnc(SCC(=O)NCCc4ccccc4)n3C)oc12,-6,-3,-3,-0.2,8,7,0.1,0,-2
CCCOc1ccc(CNC(=S)NCc2ccc(OC(C)C)cc2)cc1,1,-2,1,-1.4,-8,6,-0.4,5,-2
CCCN(CCC(=O)Nc1cc(OC)cc(OC)c1)CC1CC1,5,12,-4,-0.2,-14,2,0.4,5,-8
Cc1cc(C)c(NC(=O)Cn2c(=O)c3cccn3c3ccccc32)c(C)c1,-1&-6,-7&-3,-7&3,-0.1&0.3,-1,17&-4,-0.8&-0.9,3&1,-1&-6
CCOC(=O)C1=C(COC(=O)/C=C/c2ccc(OC)cc2)NC(=O)NC1C (stereo unspecified),3,-17,-3,0.2,14,-2,-0.4,2,-2
COc1cccc(NC(=O)CSc2nc3ccccc3c3nc4ccccc4n23)c1,-2,-13,-24,1.5,-9,4,0.7,6,-8
COc1ccc(-c2nnc(SCC(=O)Nc3sc4c(c3C#N)CCC4)n2CC2CCCO2)cc1 (stereo unspecified),26,2,-3,-0.4,-33,18,-0.3,-1,-6
Cc1c(Cl)cnc(NC(=O)COC(=O)c2cccc(S(=O)(=O)N3CCc4ccccc4C3)c2)c1Cl,9,-3,-1,0.3,-8,-4,-0.2,4,2
COc1cccc(C(=O)NCC(c2ccc(N(C)C)cc2)N2CCc3ccccc32)c1 (stereo unspecified),8,5,-14,-1.2,nt,-4,-3.6,2,0
CC(C)N(C(=O)COc1ccc(Br)cc1Cl)C(C)C,7,-9,7,0.5,-4,-3,-0.1,2,-7
O=C1NC(NS(=O)(=O)c2ccccc2)(C(F)(F)F)C(=O)N1CCc1ccccc1 (stereo unspecified),-6&-6,-2&3,11,0.3&-0.4,18,-6&-4,0.4&0.4,0&1,-1&-7
Cc1cccn2c(=O)nc(SCC(=O)NCCc3ccccc3)nc12,5,6,-13,0.1,4,-11,2.3,4,-3
CC(=O)Nc1ccc(S(=O)(=O)NCc2cccn2Cc2cccc(C)c2)cc1,0,2,nt,-0.1,nt,2,0.4,2,-1
O=C(CSc1nnc2ccccn12)NCc1ccc2c(c1)OCO2,-1,-2,-6,0.1,-16,-1,-0.3,1,-1
Cn1c(NCCCN2CCOCC2)nc2c1c(=O)n(Cc1ccc(Cl)cc1Cl)c(=O)n2C,-8,6,-1,1.5,4,1,nt,6,-3
C=COC(=O)CSc1nc(-c2cccs2)ccc1C#N,-4,-1,-3,4.8,-2,-3,-1.0,9,6
Cc1cc2[nH]cnc2c([N+](=O)[O-])c1C,4,0,-10,0.9,5,4,0.0,1,-2
Brc1ccc2[nH]c3nc(SCCN4CCOCC4)nnc3c2c1,13,0,-9&-5,-0.8,-7,-3,0.8,4,2
c1csc(-c2nnc3ccccn23)c1,-5,10,4,0.1,-7,-4,0.4,1,1
NS(=O)(=O)c1ccc(CCNC(=O)COC(=O)CN2C(=O)C3CCCCC3C2=O)cc1 (stereo unspecified),5,-3,-7,0.1,-35,-4,0.8,2,-6
COc1ccc(OC)c(NC(=O)Nc2cc(C(=O)O)ccc2C)c1,-3,4,11,0.2,0,-8,-1.0,4,-6

# More structures.
SMILES,D2 PAM,TRHR PAM,RXFP1 antagonist,TRHR ag,D2 antagonist,D1 antag,D2 agonist,D1 ag,D1 potentiator
C=CCN(Cc1nc(-c2ccc(OC)c(OC)c2)oc1C)C1CCS(=O)(=O)C1 (stereo unspecified),7,1,-6,-0.4,7,13,0.1,0,0
O=C(CCCN1C(=O)c2ccccc2C1=O)Nc1sc2c(c1C(=O)NCc1ccco1)CCC2,2,3,5,-1.5,-9,1,1.1,1,-4
COc1ccccc1N1CCN(C(=O)CCCNC(=O)Cn2cnc3sc(C)c(C)c3c2=O)CC1,nt,0,-1,-0.3,-5,12,-0.7,-1,-1
CCOc1ccc(CCNC(=O)c2ccc3c(c2)N(Cc2ccccc2F)C(=O)c2ccccc2S3=O)cc1OCC (stereo unspecified),-5,-7,nt,0.4,nt,-12,0.4,1,-1
Cc1ccc2oc3nc(C)c(C(=O)O)cc3c(=O)c2c1,-3,-3,-4,0.8,-8,5,0.8,3,-8
CC(C)c1nc2sc3c(=O)[nH]cnc3c2c2c1CCCC2,-1,0,-30,0.4,12,26,0.1,1,-1
O=C(CCNC(=O)c1ccco1)Nc1ccc(OC(F)F)cc1,1,-5,2,-0.1,-11,-23,-0.1,-1,-4
CCc1ccc(C2CC(=O)c3c([nH]c(C(=O)OCc4ccc(C)cc4)c3C)C2)cc1 (stereo unspecified),1,-1,7,1.3,nt,-10,0.8,3,-1
Cc1ccc(-c2csc3ncnc(Nc4ccc(C(=O)O)cc4)c23)cc1,12&3,1&8,3,2.8&-0.6,18,7&12,2.6,1&2,5&5
CCOc1ccc(NC(=O)C2CCCN(c3ccc(Sc4ccc(C)cc4)nn3)C2)cc1 (stereo unspecified),-1,5,nt,-0.2,nt,-3,0.0,1,1
COc1ccc(C)cc1S(=O)(=O)Nc1ccc2c(c1)OCCO2,5,-3,-14,-0.9,2,9,0.1,5,-3
O=C(/C=C/c1ccco1)NC(=S)Nc1ccccc1N1CCCC1,9,-3,-14,0.1,-9,26,0.0,3,7
Cc1cc(C(=O)N/N=C/c2ccc(-c3cccc(Cl)c3Cl)o2)n[nH]1,-4,7,-12,-1.3,5,9,-1.3,1,-4
CCOC(=O)C1=NN(C(=O)Nc2cccc(C(F)(F)F)c2)C2C(=O)N(c3cccc(C(F)(F)F)c3)C(=O)C12 (stereo unspecified),1,3,3,0.2,-3,6,-0.4,5,2
O=C(CS(=O)(=O)c1c[nH]c2ccccc12)NC1CCCCC1,10,3,nt,0.1,-7,-1,-1.6,0,-6
Cc1ccc(OCCNC(=O)c2cccc(Oc3ccc(C(F)(F)F)cc3[N+](=O)[O-])c2)cc1,nt,-9,-13,2.1,nt,-4,nt,44*,-6
